Bioassay records from PubChem BioAssay.
USP1 inh – Inhibitors of USP1/UAF1: Primary Screen; Ubiquitin carboxyl-terminal hydrolase 1 (Homo sapiens), O94782; recombinant USP1/UAF1, Ub-Rhodamine cleavage fluorescence; Potency, µM (top dose mostly 57.1 µM), inactives show top-dose activity change, negative = inhibition, usual class: inhibitors; 390,000 tested, 0.23% active; AID 743255, 2014; further: on the % scale 0 is the no-effect control and ±100 the full control effect; nearly all actives have a fitted effect of over 60% in size; inactives centre near -12
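1 nM enzyme complex + cpd, 15 min RT; start with Ub-Rho 150nM final; kinetic fluorescence ex 480/em 540, 6 reads q60 s. Buffer 50mM HEPES pH 7.8, 0.5mM EDTA, 0.1 mg/ml BSA, 1mM TCEP, 0.01% Tween-20.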
Vif-APOBEC3F blk – qHTS for Inhibitors of Vif-A3F Interactions: qHTS; 390,000 tested, 0.2% active; Potency, µM (highest dose often 46.1 µM), for the others: top-dose activity, negative = active; HeLa A3F-eYFP + Vif (tagged APOBEC3F with the HIV-1 protein that degrades it), YFP fluorescence increase; AID 602313, 2012; further: % of control where 0% means no effect; nearly all actives have a fitted effect of over 65% in size
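HeLa cells stably expressing Vif plus C-terminally eYFP-tagged A3F were seeded, incubated overnight at 37 deg C, dosed with compound, incubated overnight again at 37 deg C. Yellow fluorescence (Ex 488/Em 500-530) reported blocked Vif-mediated A3F-eYFP degradation.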
rTrxR1 inhibitor – qHTS Assay for Inhibitors of Mammalian Selenoprotein Thioredoxin Reductase 1 (TrxR1): qHTS; Thioredoxin reductase 1, cytoplasmic (Rattus norvegicus), O89049; recombinant rTrxR1, NADPH fluorescence consumption, selenite substrate; Potency, µM (top dose mostly 114 µM), inactives show at the highest dose activity change, negative = inhibition, hits mostly inhibitors; 390,000 tested, 1% active; AID 588453, 2011; further: on the % scale 0 is the no-effect control and ±100 the full control effect; nearly all actives have a fitted effect of over 65% in size
Target sequence (O89049 whole entry, looked up): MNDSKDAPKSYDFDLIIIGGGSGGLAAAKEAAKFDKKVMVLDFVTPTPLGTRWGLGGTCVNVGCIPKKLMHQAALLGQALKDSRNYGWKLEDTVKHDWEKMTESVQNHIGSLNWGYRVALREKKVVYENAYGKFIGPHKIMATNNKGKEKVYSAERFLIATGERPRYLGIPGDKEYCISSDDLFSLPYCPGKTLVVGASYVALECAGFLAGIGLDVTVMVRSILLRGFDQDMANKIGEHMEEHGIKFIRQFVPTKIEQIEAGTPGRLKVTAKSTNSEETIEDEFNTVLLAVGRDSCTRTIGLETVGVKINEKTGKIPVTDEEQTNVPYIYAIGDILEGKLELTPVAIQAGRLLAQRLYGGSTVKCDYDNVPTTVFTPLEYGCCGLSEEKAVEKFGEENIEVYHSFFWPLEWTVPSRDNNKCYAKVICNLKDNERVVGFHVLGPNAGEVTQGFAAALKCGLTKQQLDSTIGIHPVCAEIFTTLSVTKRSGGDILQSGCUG
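Rat TrxR1 (90 nM in the dispensed reagent) was pre-reduced with 400 uM NADPH for 5 min at room temperature, then incubated with compound for 15 min. After 400 uM selenite was added, NADPH fluorescence (Ex 340/Em 450 nm) was followed for 8 min.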
RGS4 inh – Inhibitors of Regulator of G Protein Signaling (RGS) 4: qHTS; 390,000 tested, 0.039% active; Regulator of G-protein signaling 4 (Homo sapiens), P49798; Potency, µM (highest dose often 114 µM), for inactives: top-dose activity change, negative = inhibition, actives largely listed as inhibitors; Transcreener GDP fluorescence polarization, RGS4-accelerated GTP hydrolysis; further: on the % scale 0 is the no-effect control and ±100 the full control effect; nearly all actives have a fitted effect of over 75% in size; some results filed as inactive show a strong effect at the top dose
Target sequence (P49798 whole entry, looked up): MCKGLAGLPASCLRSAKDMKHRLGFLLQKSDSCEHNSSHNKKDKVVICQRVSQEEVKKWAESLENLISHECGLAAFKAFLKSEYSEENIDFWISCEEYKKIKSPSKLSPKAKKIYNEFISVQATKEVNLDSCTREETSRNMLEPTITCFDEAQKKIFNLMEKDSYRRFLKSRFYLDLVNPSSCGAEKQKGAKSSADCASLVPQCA
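MLSMR compounds (23 nl, pin-transferred) preincubated 10 min at room temperature with a 500nM (2x) first reagent, then RGS4 at 900nM (2x) plus Transcreener GDP mix added; fluorescence polarization (620/688 nm) read before and after 90 min at 30 °C.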
RXFP1 ag – qHTS Assay for Agonists of the Relaxin Receptor RXFP1; Potency, µM (highest dose often 57.5 µM), inactives show at the top dose activation, most hits filed as activators; Relaxin receptor 1 (Homo sapiens), Q9HBX9; 370,000 tested, 0.3% active; AID 2676, 2010; HEK293T-RXFP1 cAMP TR-FRET, 30 min; response scale: percent of porcine relaxin response, buffer zero; further: on the % scale 0 is the no-effect control and ±100 the full control effect; nearly all actives have a fitted effect of over 60% in size; many of its hits are not listed in these tables
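Agonist response is measured as cAMP accumulation in an RXFP1-transfected HEK293T line under PDE4 inhibition. Values are scaled between buffer-only and 29 nM porcine relaxin, and EC50s come from standard Hill equation fits.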
ALOX12 inh – Primary qHTS assay for inhibitors of human arachidonate 12S-lipoxygenase (ALOX12): Round 2. Polyunsaturated fatty acid lipoxygenase ALOX12 (Homo sapiens), P18054. purified 12hLO, xylenol orange hydroperoxide absorbance. AID 1671190, 2021. Potency, µM (highest dose often 108 µM), for inactives: at the top dose activity change, negative = inhibition, actives largely listed as inhibitors. 580,000 tested, 1.1% active; further: on the % scale 0 is the no-effect control and ±100 the full control effect
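Purified human 12hLO (150 nM final) in 25 mM Hepes, 0.01% Triton X-100, pH 7.0 was preincubated 15 min at room temperature with compound. Then 40 uM arachidonic acid was added, 30 min. Hydroperoxide was read by Fe-XO absorbance ratio 573/405 nm.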
Vif-APOBEC3G blk – qHTS for Inhibitors of Vif-A3G Interactions: qHTS. HeLa A3G-eYFP + Vif (tagged APOBEC3G with the HIV-1 protein that degrades it), YFP fluorescence, overnight. Potency, µM (doses to about 46.1 µM), without a hit: top-dose activity, negative = active, hits mostly inhibitors. 410,000 tested, 0.076% active. AID 602310, 2012;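 further: on the % scale 0 is the no-effect control and ±100 the full control effect; nearly all actives have a fitted effect of over 60% in size; hits raise eYFP signal because A3G escapes Vif-driven loss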
Target sequence (Q9HC16 whole entry, looked up): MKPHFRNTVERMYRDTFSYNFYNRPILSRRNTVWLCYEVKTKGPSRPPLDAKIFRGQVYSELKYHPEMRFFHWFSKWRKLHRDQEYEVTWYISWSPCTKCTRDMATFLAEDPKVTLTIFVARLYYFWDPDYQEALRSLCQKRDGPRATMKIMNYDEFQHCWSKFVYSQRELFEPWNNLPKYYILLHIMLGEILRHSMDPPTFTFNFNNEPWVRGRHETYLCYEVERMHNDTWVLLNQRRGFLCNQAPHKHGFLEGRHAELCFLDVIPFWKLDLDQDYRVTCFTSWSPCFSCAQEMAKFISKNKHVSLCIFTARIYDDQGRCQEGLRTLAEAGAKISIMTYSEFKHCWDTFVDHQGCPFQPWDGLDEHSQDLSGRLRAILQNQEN
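HeLa cells stably expressing Vif and C-terminally eYFP-tagged A3G, seeded overnight at 37 deg C, then exposed to compound by pintool overnight at 37 deg C. Rise in yellow fluorescence (Ex 488/Em 500-530, Acumen) marks blocked Vif-driven A3G degradation.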
TrxR1 substrate – qHTS Assay for Substrates of Mammalian Selenoprotein Thioredoxin Reductase 1 (TrxR1): qHTS. purified TrxR1 substrate turnover, NADPH consumption readout. Potency, µM (doses to about 114 µM), without a hit: top-dose activity change, negative = substrate turnover. 390,000 tested, 0.01% active. AID 588456, 2011; further: on the % scale 0 is the no-effect control and ±100 the full control effect; nearly all actives have a fitted effect of over 50% in size
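Rat TrxR1, dispensed at 90 nM, was prereduced with 400 uM NADPH (final) for 5 min at ~22 deg C, then incubated with compound 15 min before 400 uM selenite. A first-read NADPH fluorescence drop versus no-compound background flagged substrates.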
IDH1 R132H inh – qHTS for Inhibitors of mutant isocitrate dehydrogenase 1 (IDH1): qHTS | Potency, µM (highest dose often 76.6 µM), for the others: at the top dose activity change, negative = inhibition, hits mostly inhibitors | Isocitrate dehydrogenase [NADP] cytoplasmic (Homo sapiens), O75874 | 390,000 tested, 0.093% active | IDH1-R132H enzyme, NADPH consumption, diaphorase/resazurin fluorescence | AID 602179, 2012; further: on the % scale 0 is the no-effect control and ±100 the full control effect; nearly all actives have a fitted effect of over 65% in size
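IDH1-R132H (0.5 ug/mL) preincubated 30 min with compound, then NADPH (0.016 mM) and alpha-KG (2 mM) added; 80 min at RT, pH 7.5. Remaining NADPH coupled via diaphorase/resazurin to fluorescence (540/590 nm); concentration-response curves normalized to no-enzyme control.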
* hit, by the source's call; ? = inconclusive; nt = no result given; [ ] = remark or other dose. The call rests on the fitted dose curve; in most records, active means well fitted curve in the direction sought with a large enough effect; inconclusive means small, poorly fitted or top-dose-only effect, or another doubt; inactive means no such curve, though single readings can be large; an effect the other way counts as inactive or inconclusive. Potency means the concentration at half of the fitted maximal effect. An excerpt, so the mix of outcomes need not match the whole.

No.	structure	Vif-APOBEC3G blk	IDH1 R132H inh	rTrxR1 inhibitor	RGS4 inh	RXFP1 ag	TrxR1 substrate	USP1 inh	Vif-APOBEC3F blk	ALOX12 inh
1	CC(C)c1ccc(OCC(=O)NC2CCCC2)cc1	-1.7%	-9.3%	24.8%	6.5%	0.8%	3.9%	-26.8%	1.7%	38.1%
2	COC(=O)CCN1CCC2CC1c1cc(-c3cccc(C)c3)ccc12 (stereo not given)	-1.1%	14.4%	16.1%	-11.0%	nt	2.3%	-26.5%	-3.2%	-3.2%
3	CC(C)(C)C(=O)CC1(O)C(=O)N(Cc2ccccc2)c2ccccc21 (stereo not given)	1.7%	3.1%	20.5%	-10.2%	3.5%	5.1%	-13.8%	-3.9%	-2.7%
4	C=CCc1ccc(OCCCCCN2CCOCC2)c(OC)c1	-3.1%	9.2%	6.4%[57.1 µM]	-12.1%	0.5%	-8.6%[57.1 µM]	-24.7%	-2.6%	?
5	COc1ccc(NS(=O)(=O)c2cc(NC(=O)c3ccc(=O)[nH]n3)ccc2N2CCOCC2)cc1	-13.4%	-4.3%	6.3%	-24.1%	3.1%	2.5%	-17.5%	-0.9%	13.2%
6	CCOC(=O)c1c(S(=O)(=O)N2CCC(C(=O)NCc3ccccc3Cl)CC2)c(C)n(C)c1C	-4.7%	9.6%	15.2%[57.1 µM]	-12.2%	-0.6%	1.3%[57.1 µM]	?	-0.2%	-22.1%
7	CCNC(=S)N/N=C/c1ccc(C#N)cc1	-1.0%	15.9%	11.0%[57.1 µM]	0.9%	0.9%	5.1%[57.1 µM]	-11.8%	13.1%	-2.7%
8	Cc1cccc(NC(=O)c2ccc(Cl)c(S(=O)(=O)N3CCCCC3)c2)n1	0.8%	2.0%	16.7%	12.8%	-0.6%	3.0%	-25.0%	-6.2%	-19.9%
9	COc1ccc(CN2CCN(Cc3cc4ccccc4o3)CC2CCO)c(F)c1 (stereo not given)	0.7%	-3.3%	23.5%[11.4 µM]	-1.6%	-0.3%	-1.9%	-17.9%	3.2%	-56.1%
10	COc1ccc(CNC(=O)[C@H](Cc2ccccc2)NC(=O)C2CCNCC2)cc1	3.5%	-5.9%	?	45.8%	-1.7%	6.7%	-7.7%	4.6%	-15.0%
11	CC(C)OCCCNS(=O)(=O)c1ccc2c(c1)OCCO2	-1.6%	9.2%	9.9%	-12.0%	1.1%	3.2%[57.1 µM]	2.8%	-5.0%	-19.0%
12	O=C(Cn1nnc(-c2ccncc2)n1)Nc1ccc2c(c1)CCC2	0.1%	-8.1%	-10.4%	-10.5%	-0.8%	-8.0%	-1.3%	0.2%	0.0%
13	CC1=C(C(=O)OCc2ccc(C)cc2)C(c2ccc(O)c([N+](=O)[O-])c2)NC(=O)N1 (stereo not given)	-0.9%	5.4%	15.9%	9.7%	-2.7%	0.6%	-11.8%	-13.4%	3.9%
14	Cc1cccc(C(=O)Nc2ccc(S(=O)(=O)N3CCOCC3)cc2C)c1	0.0%	2.5%	4.4%[57.1 µM]	-34.9%	-5.7%	-2.4%[57.1 µM]	-12.2%	7.2%	0.0%
15	COc1ccccc1N(CC(=O)NCCc1ccccc1)C(=O)CCC(=O)Nc1cc(C)ccn1	-3.8%	12.2%	11.6%[57.1 µM]	7.7%	2.2%	-6.3%	-22.5%	1.5%	2.1%
16	Cc1ccc(S(=O)(=O)N(C)CCCC(=O)Nc2cccc3ccccc23)cc1	0.8%	6.7%	11.9%[57.1 µM]	2.5%	0.9%	5.9%[57.1 µM]	-10.1%	3.2%	-14.0%
17	O=C(CCc1nc2ccccc2s1)OCC(=O)N1CCN(C(=O)c2ccco2)CC1	4.2%	2.9%	-9.8%	-0.8%[11.4 µM]	0.1%	-2.6%	1.7%	5.8%	-15.2%
18	CN1C/C(=C\c2ccc(N3CCOCC3)cc2)C(=O)/C(=C/c2ccc(N3CCOCC3)cc2)C1	?	-5.0%	?	19.1%	0.6%	?	?	25.1µM*	-4.0%
19	CCOC(=O)c1ccc(NC(=O)CN2CCN(CCN=CC3=C(O)CC(C)(C)CC3=O)CC2)cc1	0.2%	-8.5%	13.0%	-4.4%	-0.1%	-0.3%	2.2%	1.6%	8.8%
20	COc1ccc(OC)c(NC(=O)c2sc3nc(C)cc(C)c3c2N)c1	-0.5%	3.2%	85.7%[activator]	18.4%	2.0%	49.8%[activator]	-9.9%	-11.5%	17.9%
21	CC(=O)Nc1ccc(NC(=O)C2CCN(C(=O)c3cccs3)CC2)cc1	0.4%	5.8%	29.0%	?	0.2%	6.6%	-16.7%	-21.2%	1.3%
22	Cc1nc2cc(N3CCCCC3)c(NC(=O)c3ccncc3)cc2c(=O)n1Cc1ccccc1	1.6%	-2.5%	3.2%	-31.4%	2.2%	-1.2%	-11.9%	-6.3%	-14.7%
23	Cc1ccc2cc(/C=N/NC(=O)c3ccccc3O)c(Cl)nc2c1	-5.4%	8.3%	-0.5%[11.4 µM]	-5.3%	-1.2%	2.8%[57.1 µM]	-21.1%	-0.9%	17.9%
24	CCN(C(=O)c1cc2ccccc2oc1=O)c1ccccc1	0.9%	-2.5%	-6.9%	-5.6%	-0.8%	-4.7%	-4.2%	-4.7%	-13.2%
25	COC(=O)NCC(c1cccnc1)N1CCN(c2ccccc2OC)CC1 (stereo not given)	-0.3%	1.9%	-15.5%	10.6%	0.3%	-5.7%	-13.5%	-3.1%	129.6%[activator]
26	CCN(CC)S(=O)(=O)c1ccc(N2CCOCC2)c(NS(=O)(=O)c2cc(C(C)(C)C)ccc2C)c1	-8.0%	6.3%	-7.4%	-42.7%	1.9%	-14.9%	-24.6%	1.2%	-25.1%
27	Cc1nnc(N(C)C(=O)c2ccccn2)s1	2.0%	2.1%	-2.5%	8.4%	1.9%	-5.3%	2.1%	-2.0%	144.7%[activator]
28	CC1CCN(C(=O)Nc2ccc3nsnc3c2)CC1	0.3%	-0.3%	8.1%	-20.7%	2.2%	12.0%	-7.6%	-4.3%	-4.3%
29	Cc1sc(NC(=O)C2CCCCC2C(=O)O)c(C(N)=O)c1-c1ccccc1 (stereo not given)	1.3%	-3.4%	11.9%[57.1 µM]	8.0%	2.2%	8.6%[57.1 µM]	-12.6%	2.3%	?
30	COc1ccc(C(=O)Nc2c3c(nn2C(C)(C)C)CS(=O)(=O)C3)cc1OC	-0.8%	4.9%	23.0%	1.1%	0.3%	7.3%[57.1 µM]	-15.6%	1.9%	-0.9%
31	COc1ccc(C(=O)C[n+]2ccc(-c3nnc4n3CCC4)cc2)cc1	-0.4%	2.5%	2.6%	9.1%	3.1%	2.1%	-3.2%	4.7%	-5.7%
32	Cc1ccn2c(=O)c(C(=O)Nc3ccc(F)c(C(F)(F)F)c3)cnc2c1	3.1%	16.2%	20.8%	37.2%	0.6%	-1.0%	9.9%	-10.8%	-23.9%
33	CS/C(=N\S(=O)(=O)c1ccc(F)cc1)c1ccccc1	0.2%	nt	6.5%	13.5%	nt	-1.8%	nt	nt	nt
34	CN(Cc1ccccc1)C(=O)c1cccc(NC(=O)Cc2ccc(NC(=O)C3CCN(C(=O)C4CCCCC4)CC3)cc2)c1	2.0%	-6.0%[38.3 µM]	7.7%	-8.7%	nt	-4.7%	-22.3%	-6.5%	?
35	COc1ccc(/C=N/S(=O)(=O)c2ccccc2)cc1OC	0.7%	10.2%	19.5%[57.1 µM]	-16.6%	-0.1%	5.3%[57.1 µM]	-13.5%	5.5%	-19.2%
36	O=C(NC1CC1)c1cccc(NC(=O)C2CC2)c1	-1.0%	11.8%	-7.7%	-26.1%	nt	-10.1%	-22.3%	0.0%	-1.4%
37	CC1=C(C(=O)N(C(C)C)C(C)C)CC(CC(=O)NCc2cccs2)C(=O)N1Cc1ccccc1 (stereo not given)	-4.3%	3.3%	nt	nt	nt	nt	?	13.0%	-5.7%
38	CCOc1ccc(CNC2CCCCCCC2)cc1OC	-11.1%	-10.7%	26.3%	20.8%	-1.0%	3.9%	-22.2%	-0.8%	9.9%

3 entries from above, arranged by the value under TrxR1 substrate, falling:
#	SMILES	rTrxR1 inhibitor	RGS4 inh	RXFP1 ag	TrxR1 substrate	USP1 inh	ALOX12 inh
32	Cc1ccn2c(=O)c(C(=O)Nc3ccc(F)c(C(F)(F)F)c3)cnc2c1	20.8%	37.2%	0.6%	-1.0%	9.9%	-23.9%
34	CN(Cc1ccccc1)C(=O)c1cccc(NC(=O)Cc2ccc(NC(=O)C3CCN(C(=O)C4CCCCC4)CC3)cc2)c1	7.7%	-8.7%	nt	-4.7%	-22.3%	?
36	O=C(NC1CC1)c1cccc(NC(=O)C2CC2)c1	-7.7%	-26.1%	nt	-10.1%	-22.3%	-1.4%
